Screening results as filed in PubChem BioAssay.
N370S GC – inhibits or activates N370S mutant glucocerebrosidase; P04062; N370S GC spleen homogenate, 4MU-glucoside fluorescence; Potency, µM (series often up to 59.4 µM), without a hit: at the highest dose activity change, negative = inhibition, usual class: inhibitors; 330,000 compounds, 0.092% hits; AID 2101;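 note: 0% = full enzyme activity and -100% = no enzyme basal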
TDP1 block – TDP1 (human) enzyme inhibition. Q9NUW8. recombinant TDP1, AlphaScreen DNA substrate cleavage. 350,000 compounds, 0.28% hits. Potency, µM (top dose mostly 130 µM), for inactives: at the top dose activity change, negative = inhibition, hits mostly inhibitors; note: nearly all actives have a fitted effect of over 40% in size
Target sequence (Q9NUW8 whole entry, looked up): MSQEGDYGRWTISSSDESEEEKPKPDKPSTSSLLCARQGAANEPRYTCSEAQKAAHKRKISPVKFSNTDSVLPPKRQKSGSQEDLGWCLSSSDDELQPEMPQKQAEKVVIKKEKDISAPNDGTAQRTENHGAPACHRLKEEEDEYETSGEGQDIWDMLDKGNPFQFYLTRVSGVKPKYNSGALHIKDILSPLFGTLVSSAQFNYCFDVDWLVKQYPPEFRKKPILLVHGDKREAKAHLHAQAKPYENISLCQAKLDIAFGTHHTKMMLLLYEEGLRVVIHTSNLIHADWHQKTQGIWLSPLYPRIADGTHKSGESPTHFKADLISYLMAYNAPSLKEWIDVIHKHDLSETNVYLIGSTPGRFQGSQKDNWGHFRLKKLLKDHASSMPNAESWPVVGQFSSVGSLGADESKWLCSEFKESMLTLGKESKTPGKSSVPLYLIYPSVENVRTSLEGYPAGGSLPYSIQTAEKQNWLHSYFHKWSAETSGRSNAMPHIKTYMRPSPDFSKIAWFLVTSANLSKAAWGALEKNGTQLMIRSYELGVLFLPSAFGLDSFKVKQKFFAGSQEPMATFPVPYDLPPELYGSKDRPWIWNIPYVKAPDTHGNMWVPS
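Recombinant human Tdp1 (E. coli-expressed, 1 nM final) preincubated with compounds 15 min at room temperature, then 5'-biotin/3'-phosphotyrosine-FITC DNA substrate (15 nM final) added for 5 min. AlphaScreen beads (10 ug/ml final) added 10 min; cleavage lowers signal.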
FEN1 inhibitor – human FEN1 inhibition | Recombinant FEN1 flap cleavage, fluorescence, 15 min | P39748 | AID 588795 | Potency, µM (highest dose often 114 µM), for inactives: at the top dose activity change, negative = inhibition, most hits filed as inhibitors | 390,000 compounds, 0.35% hits; note: nearly all actives have a fitted effect of over 65% in size
Target sequence (P39748 whole entry, looked up): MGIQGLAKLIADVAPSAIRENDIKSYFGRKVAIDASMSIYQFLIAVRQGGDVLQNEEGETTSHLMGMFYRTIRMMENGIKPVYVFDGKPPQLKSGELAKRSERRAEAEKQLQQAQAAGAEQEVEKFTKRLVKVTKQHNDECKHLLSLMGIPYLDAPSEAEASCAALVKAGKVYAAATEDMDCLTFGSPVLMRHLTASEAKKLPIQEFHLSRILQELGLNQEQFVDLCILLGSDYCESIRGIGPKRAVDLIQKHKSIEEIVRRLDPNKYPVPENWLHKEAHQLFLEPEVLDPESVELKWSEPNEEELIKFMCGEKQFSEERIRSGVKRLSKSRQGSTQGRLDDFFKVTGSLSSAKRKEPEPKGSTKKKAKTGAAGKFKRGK
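Quantitative HTS format: each compound was titrated, incubated with 10 nM nuclease for 15 min at room temperature, then challenged with flap substrate at 50 nM final. Signal change over 15 min gave concentration–effect curves.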
An asterisk follows results filed as active; ? = inconclusive; . = no result given; [ ] = remark or other dose. Calls come from the whole dose curve; as a rule, active = well fitted curve in the direction sought with a large enough effect; inconclusive = small, poorly fitted or top-dose-only effect, or another doubt; inactive = no such curve, though single readings can be large; an effect the other way counts as inactive or inconclusive. Unless noted, % is set by controls: 0 for no effect and ±100 for the full control effect; potency is the fitted concentration of half-maximal effect. Rows are unselected; about 0.57% have a hit in one of these screens.

Values run as follows: N370S GC	TDP1 block	FEN1 inhibitor
Cc1ccccc1C(=O)Nc1cccc(C(=O)N/N=C/c2ccccn2)c1
 : -13%	.	13%
Cc1c(C(=O)N(C)CC(=O)Nc2cccc(F)c2)oc2c(Cl)cccc12
 : 10%	-6%	-13%
CCOC(=O)C1CSC(CC(=O)Nc2ccc(Cl)c(Cl)c2)C(=O)N1 (configuration not stated)
 : -1%	2%	-14%
Cn1c(=O)c2c(O)c(Cc3ccccc3)c(=O)n(C)c2n(C)c1=O
 : 27%	.	1%
Nn1c(SCc2cccc(Cl)c2)nnc1-c1ccncc1
 : -4%	0%	10%
COc1ccc(CCNC(=O)c2cccc(NC(=O)CC3SC(N4CCCCC4)=NC3=O)c2)cc1OC (configuration not stated)
 : -7%	6%	9%
O=C(CCS(=O)(=O)c1cccc2nonc12)N1CCOCC1
 : 0%	4%	8%
CN(C)c1ccc(C2C3C(=O)NC(=O)C3ON2c2ccc(Cl)cc2)cc1 (configuration not stated)
 : 0%	2%	14%
CCN1CCN(c2c(/C=C3\SC(=S)N(Cc4ccco4)C3=O)c(C)c(C#N)c(=O)n2C)CC1
 : ?	-5%	-16%
Cc1cccc2sc(NNC(=O)C3COc4ccccc4O3)nc12 (configuration not stated)
 : 27%	8%	2%
Cc1ccc(/C=N/NC(=O)CNC(=O)c2ccc(S(=O)(=O)N(C)C)cc2)o1
 : 1%	4%	-12%
COC(=O)c1nnn(-c2nonc2N)c1CSc1nc2ccccc2s1
 : 10%	7%	5%
O=C(C(c1ccccc1)c1ccccc1)N(Cc1ccco1)C1CCS(=O)(=O)C1 (configuration not stated)
 : 21%	-2%	12%
CC1CCCN(CC(O)COCc2ccccc2)C1 (configuration not stated)
 : -10%	7%	-4%
Oc1cncc(-c2cccnc2)c1
 : .	0%	-1%
COc1ccc(OC)c(CCNC(=O)c2sc3nc4n(c(=O)c3c2C)CCC4)c1
 : 4%	5%	-17%
O=C(COC(=O)c1ccccc1-c1nc2ccccc2s1)Nc1ccccc1C(F)(F)F
 : -12%	-5%	-2%
CCCCn1c(N)c(N(CCOC)C(=O)CSc2n[nH]c(-c3ccc(C)cc3)n2)c(=O)[nH]c1=O
 : -19%	-4%	-3%
N#CCCN1CCN(C2=NC(=O)C(=C3CCCCC3)S2)CC1
 : 13%[2.35 µM]	-7%	-9%
COc1ccc(NC(=O)c2cccc(-c3ccc(O)cc3)c2)cn1
 : -6%	5%	-20%
O=C(NN1CCOCC1)c1ccccc1F
 : -20%	1%	-2%
COc1ccc(-c2[nH]ncc2CNC(C)CCn2cccn2)c(F)c1 (configuration not stated)
 : -4%	.	6%
COc1ccc(OC)c(N2C(=O)CC(Cc3ccc(C)cc3)C2=O)c1 (configuration not stated)
 : 22%	-3%	-1%
CCN(C(=O)Nc1ccccc1)c1ccccc1
 : -7%	-8%	2%
CCOc1cccc(C(=O)Nc2ccc3oc(-c4ccc(C(C)(C)C)cc4)nc3c2)c1
 : .	3%[12.3 µM]	-7%
CNS(=O)(=O)c1cccc(C(=O)OCC(=O)N2CCN(C(=O)c3ccco3)CC2)c1
 : .	0%	1%
O=C(Cc1ccccc1)Nc1ccc2c(c1)OC1(CCCC1)O2
 : .	6%	7%
Cc1ccc(-n2nnnc2Sc2nc([N+](=O)[O-])nn2C)cc1
 : 3%	-1%	-4%
C/C(N)=C(/C#N)C(=O)COC(=O)c1ccc(NC(N)=O)cc1
 : 1%	.	21%
Cc1sc2ncnc(SCC(=O)NC(C)C(C)C)c2c1C (configuration not stated)
 : 5%	0%	7%
Cc1ccc(OCCN(C)C(=O)C2CCC(=O)N(CCCN3CCOCC3)C2)cc1 (configuration not stated)
 : 1%	3%[56.1 µM]	22%
Cc1cccc(N2CCn3c2nc2c3c(=O)n(CCc3ccccc3)c(=O)n2C)c1
 : .	5%	-2%
CC(=O)c1c(C)[nH]c(C(=O)Nc2nc(-c3ccccc3)c(C)s2)c1C
 : 2%	5%	-8%
N#C/C(C(N)=O)=C1/SC(Cc2ccc(F)cc2)C(=O)N1c1ccccc1 (configuration not stated)
 : -1%	4%	-15%
COC(=O)c1ccc(N2CCN(c3ccccc3)CC2)c(NC(=O)C2CC2)c1
 : 7%	-3%	-2%
CSCCC(NC(=O)c1ccc(Cl)cc1Cl)C(=O)OCC(N)=O (configuration not stated)
 : 4%	3%	1%
Cc1c(Cl)cccc1NC(=O)CNC(=O)Cc1n[nH]c(=O)c2ccccc12
 : .	-2%	-1%
CCOC(=O)C1=C(C)NC(=O)NC1c1ccsc1 (configuration not stated)
 : -3%	2%	-13%
Cc1cc(C(=O)OCC(=O)N2CCOCC2)c(C)n1-c1ccccc1
 : .	3%	6%
COc1cccc(CNn2c(-c3cccc(C)c3)nc3ccccc3c2=O)c1O
 : 8%	-4%	-17%
COc1cccc(C(=O)N2CCN(S(=O)(=O)Cc3ccccc3)CC2)c1
 : 6%	-4%	15%
COc1ccc2nc(SCC(=O)Nc3c(C)cccc3C)[nH]c2c1
 : -1%	0%	2%
OCCNc1ncnc2ccc(Br)cc12
 : -10%	5%	5%
COc1ccc(-n2nnnc2SCC(=O)NCCc2ccccc2)cc1OC
 : -20%	0%	-7%
CC(C)(C)c1ccc(NC(=O)CCNC(=O)c2ccco2)cc1
 : -5%	-1%	-14%
CCOc1ccc(/C=N/OCC(=O)Nc2cc(C)on2)cc1
 : 0%	3%	2%
N#Cc1c(Cl)cccc1-n1ccnc1
 : 1%	-3%	1%
CCCNC(=O)C1CCN(S(=O)(=O)c2ccc3c(c2)CCCN3C(C)=O)CC1
 : .	3%	-7%
CCC1c2ccc(C)n2CCN1C(=O)Nc1ccc(F)cc1 (configuration not stated)
 : 0%	2%	-1%
O=C(NC1CCCCC1)c1ccc(CNc2ccccc2)o1
 : 8%	3%	-10%
O=C(CN(Cc1ccc2c(c1)OCO2)C(=O)CNC(=O)c1ccco1)NC1CCCCC1
 : 19%	2%	9%
CC1CN(CC(=O)NCc2ccccc2)CC(C)O1 (configuration not stated)
 : -5%	.	22%
CCOc1ccccc1NC(=O)Cn1c(=O)n(Cc2ccc(C(=O)NCCCOC)cc2)c(=O)c2ccccc21
 : .	-5%	16%
CC(C)(C)C(=O)Nc1cccc(C(=O)OCc2cc(=O)n3nc(C4CCCCC4)sc3n2)c1
 : .	1%	-3%
Cc1cc(O)ccc1N/C=C(\C#N)c1nc2ccccc2o1
 : -3%	2%	-4%
COc1cc(OC)cc(-c2c(C#Cc3ccsc3)c3cc(-c4ccc(N(C)C)nc4)ccc3n2C)c1
 : .	1%	-14%
CCCCCn1c(CN2CCN(C)CC2)nc2c1c(=O)n(C)c(=O)n2C
 : 4%	5%	-4%
Cc1cc(NC(=O)CCC(=O)N(CC(=O)NCC2CCCO2)c2cccc(C)c2C)no1 (configuration not stated)
 : -4%	11%	0%
CC(C)NS(=O)(=O)c1ccc(CCC(=O)NCc2ccncc2)cc1
 : 7%	0%	19%
C[C@@H](C(=O)Nc1ccccc1N1CCOCC1)N1C(=O)C2CCCCC2C1=O (some centres not stated)
 : .	1%	1%

Continuation:
Values run as follows: N370S GC	TDP1 block	FEN1 inhibitor
O=C(CCSCCC(=O)NCc1ccco1)NCc1ccco1
 : 0%	-9%	7%
CCCCCCSc1cccc(-c2nc3cc(C)ccn3c2NC2CCCCC2)c1
 : 16%	-1%	-9%
CCOc1ccc(NCc2nnc(SCc3ccc(Cl)cc3)n2-c2ccccc2)cc1
 : 7%	14%	-18%
O=C(NCc1ccco1)C(c1ccncc1)N(CCC1=CCCCC1)C(=O)Cn1nnc2ccccc21 (configuration not stated)
 : 7%	0%	4%
Cc1ccc(SCC(=O)c2sc(-c3ccccc3)nc2C)cc1
 : 2%	?	-8%
COc1ccccc1N1CCN(C2CCCN(C(=O)c3oc(C)cc3C)C2)CC1 (configuration not stated)
 : 1%	4%	2%
O=C(c1ccccc1F)N1CCc2ccccc21
 : -11%	4%	0%
C/C(=N\NC(=O)c1ccc(Cl)c(Cl)c1)c1ccc(Br)s1
 : 8%	-1%	5%
COCCN(C/C=C/c1ccccc1)C/C=C/c1ccccc1
 : -8%	.	-11%
COc1ccc([N+](=O)[O-])cc1NC(=O)CC(C)c1ccccc1 (configuration not stated)
 : -2%	0%	-11%
CCOC(=O)c1ccc(NC(=O)C2CCCN(c3ncnc4onc(-c5ccc(F)cc5)c34)C2)cc1 (configuration not stated)
 : .	-2%	-3%
CC1CN(C(=O)CN(C)S(=O)(=O)c2ccc3ccccc3c2)CC(C)O1 (configuration not stated)
 : -19%	.	6%
CCC(=O)c1c(CC)c2n3c1CC[C@H]3CCC2
 : -5%	4%	-11%
Cc1ccc(-n2nc3c(N4CCCC(C(=O)NCc5ccccc5C)C4)nnc(C)c3c2C)cc1 (configuration not stated)
 : .	6%	-1%
Cc1onc(-c2ccccc2Cl)c1C(=O)NCc1ccc(N2CCCC2=O)cc1
 : -18%	0%	1%
COc1ccccc1/C=C\C=N\n1c(C2CCCCC2)n[nH]c1=S
 : 13%	11%	2%
COc1cc(Br)cc(C=Nc2cccc(C(F)(F)F)c2)c1O
 : 21%	1%	14%
CCNC(=S)Nc1cc(OCC)c(NC(=O)c2ccco2)cc1OCC
 : 5%	3%	-4%
Cc1ccc(NC(=O)Cn2c(=O)n(CC(=O)NCCc3ccccc3)c(=O)c3ccccc32)cc1C
 : .	0%[12.3 µM]	-5%
O=S(=O)(c1ccc(Cl)c2ccccc12)N1CCCC1
 : -6%	0%	-4%
COc1ccc(OC)c(-c2nnc(NC(=O)C(C)Sc3nncn3C)s2)c1 (configuration not stated)
 : -15%	0%	17%
CS(=O)(=O)NN1C(=O)c2ccccc2NC1c1ccccc1 (configuration not stated)
 : 4%	3%	-2%
O=C(O)CCSc1nnc(-c2ccncc2)n1-c1ccccc1
 : 0%	-13%	3%
CCOC(=O)c1nnn(-c2nc(OC)nc(N(C)C)n2)c1-c1ccccc1
 : 16%	-2%	-10%
CCOC(=O)c1cn2nc(Oc3ccc(C(=O)OC)cc3)ccc2n1
 : 4%	-1%	3%
CN(Cc1ccccc1)C(=O)COC(=O)c1ccc2ccccc2n1
 : 0%	2%	2%
O=C(NCCN1CCCCC1)Nc1ccccc1F
 : -25%	3%	3%
NC(=O)/C(=C/c1ccc2c(c1)OCO2)NC(=O)c1ccco1
 : 4%	3%	3%
Cc1ccccc1C(=O)N1CCC(C(=O)Nc2cccc(F)c2)CC1
 : 9%	-2%	-12%
CCCCNC(=O)c1cccc2c(=O)c(C)c(-c3ccccc3)oc12
 : 8%	3%	-5%

In the list so far, these have a nitro group on carbon.
Values run as follows: N370S GC	TDP1 block	FEN1 inhibitor
Cc1ccc(-n2nnnc2Sc2nc([N+](=O)[O-])nn2C)cc1
 : 3%	-1%	-4%
COc1ccc([N+](=O)[O-])cc1NC(=O)CC(C)c1ccccc1 (configuration not stated)
 : -2%	0%	-11%

Further entries:
Values run as follows: N370S GC	TDP1 block	FEN1 inhibitor
COc1ccc(NCc2nnc(SCC(=O)Nc3ccc(OC)cc3)n2C)cc1
 : 0%	5%	0%
COc1ccc(OC(=O)c2nc(SCc3ccccc3F)ncc2Cl)cc1
 : .	-5%	1%
CCN(CC)CCCC(C)n1c(-c2ccccc2)nc2c(NC3CCCCC3)nc(C)nc21 (configuration not stated)
 : -6%	6%	.
O=C(NC1CC2CCCC(C1)N2Cc1ccccc1)c1ccc([N+](=O)[O-])cc1 (configuration not stated)
 : -1%	.	6%
O=C(N/N=C/c1ccc(O)cc1)c1ccncc1
 : -9%	.	6%
COCCCN1CCc2[nH]c(=S)[nH]c(=O)c2C1
 : 1%	-3%	2%
CCc1nc2nc(C)cc(Nc3ccc(Br)cc3F)n2n1
 : .	5%	-6%
Cc1c(S(=O)(=O)Nc2cc(Cl)ccc2Cl)c(=O)n(C)c(=O)n1C
 : 4%	0%	23%
COc1cccc(CNC(=O)C2CCCN(S(=O)(=O)c3c(C)noc3/C=C/N(C)C)C2)c1 (configuration not stated)
 : -13%	11%	0%
Cc1ccccc1NC(=O)COC(=O)c1cc(=O)c2ccccc2o1
 : 0%	-3%	.
COc1cccc(N2CCN(Cc3nc(N)nc(Nc4ccccc4OC)n3)CC2)c1
 : -27%	11%	-4%
O=C(O)c1cc(N/N=C/c2c[nH]c3ccccc23)ccc1Cl
 : -5%	?	-12%

Entries from the list above that have two or more sulfur atoms (5):
Values run as follows: N370S GC	TDP1 block	FEN1 inhibitor
CCN1CCN(c2c(/C=C3\SC(=S)N(Cc4ccco4)C3=O)c(C)c(C#N)c(=O)n2C)CC1
 : ?	-5%	-16%
COC(=O)c1nnn(-c2nonc2N)c1CSc1nc2ccccc2s1
 : 10%	7%	5%
Cc1sc2ncnc(SCC(=O)NC(C)C(C)C)c2c1C (configuration not stated)
 : 5%	0%	7%
Cc1ccc(SCC(=O)c2sc(-c3ccccc3)nc2C)cc1
 : 2%	?	-8%
COc1ccc(OC)c(-c2nnc(NC(=O)C(C)Sc3nncn3C)s2)c1 (configuration not stated)
 : -15%	0%	17%
